Peg3 prom inh: Peg3 promoter-driven luciferase inhibitors, primary screen, cell-based, HeLa, luciferase luminescence; HeLa PEG-Prom luciferase reporter, overnight; inhibition, % at 20 µM; 1.7% of 360,000 active;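 active means inhibition of at least 50% at 20 µM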
TRPM1 prom inh: inhibitors of MITF-dependent TRPM1 promoter reporter, primary screen, cell-based, SK-MEL-5, single point, luciferase; SK-MEL-5 TRPM1 promoter luciferase, 24 h; inhibition, % at 12.5 µM; 0.83% of 330,000 active;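 active means mean inhibition across replicates of 60% or more, whatever share of single replicates reaches that level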; further: values of inactives mirror those of a sister screen read the other way
CaV13 ICDI inh: Primary screen for inhibitors of IQ motif and Ca2+-dependent inactivation inhibitor domain binding in CACNA1D, Förster resonance energy transfer in living cells, …. inhibition, % at 12.3 µM. HEK cells, CFP/YFP FRET ICDI-IQ, plate reader, 10 min; percent FRET-ratio fall versus neutral wells. AID 743397. 0.098% of 340,000 active;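 active means mean replicate inhibition of at least 30% and at least 1% of replicates passing that level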;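 further: 0% = median of the neutral control wells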
HIF-2a block: HIF-2a reporter inhibitors, primary screen, luminescence, 786-0 RCC cells; 786-0 RCC cells HIF-2a reporter, luciferase luminescence, overnight; inhibition, % at 18.8 µM; 0.72% of 360,000 active; AID 624352, 2012;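 active means inhibition of the luminescence signal of 40% or more relative to plate controls, in a single-dose primary screen at 18.75 µM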
hiPSC survival: enhancers of single-cell hiPSC survival, primary screen, ATPlite luminescence. 0.044% of 360,000 active. survival enhancement, % at 20 µM. AID 602274, 2012. 100% = ROCK inhibitor wells, 0% = DMSO; in the data active means survival enhancement above about 18%;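 further: cells exposed to compounds for 16 hours before the ATP read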
Shn3 3UTR inh: reduction of Shn3 3'UTR firefly luciferase signal, primary screen, Schnurri-3 inhibitor project, cell-based, Clone20 osteoblasts, set 2; Clone20 osteoblast Shn3 3'UTR firefly luciferase, 24 h; inhibition, % at 12.5 µM; 0.52% of 360,000 active;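 active means mean inhibition of at least 75% with every replicate also reaching 75%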;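 further: 0% = median of neutral control wells and 100% = pilot-screen positive control compound; some compounds past the cut are filed as inactive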
PDI turbidity: inhibitors of human PDI, primary screen, biochemical, turbidity, single point, plate reader; Protein disulfide-isomerase (Homo sapiens), P07237; PDI insulin aggregation turbidity, A650, 90 min; inhibition, % at 10 µM; 0.052% of 350,000 active; AID 588391, 2011;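 active means mean inhibition across replicates of 30% or more, whatever share of single replicates reach that level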;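 further: absorbance from insulin aggregation driven by PDI reduction with DTT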
Target sequence (P07237 whole entry, looked up): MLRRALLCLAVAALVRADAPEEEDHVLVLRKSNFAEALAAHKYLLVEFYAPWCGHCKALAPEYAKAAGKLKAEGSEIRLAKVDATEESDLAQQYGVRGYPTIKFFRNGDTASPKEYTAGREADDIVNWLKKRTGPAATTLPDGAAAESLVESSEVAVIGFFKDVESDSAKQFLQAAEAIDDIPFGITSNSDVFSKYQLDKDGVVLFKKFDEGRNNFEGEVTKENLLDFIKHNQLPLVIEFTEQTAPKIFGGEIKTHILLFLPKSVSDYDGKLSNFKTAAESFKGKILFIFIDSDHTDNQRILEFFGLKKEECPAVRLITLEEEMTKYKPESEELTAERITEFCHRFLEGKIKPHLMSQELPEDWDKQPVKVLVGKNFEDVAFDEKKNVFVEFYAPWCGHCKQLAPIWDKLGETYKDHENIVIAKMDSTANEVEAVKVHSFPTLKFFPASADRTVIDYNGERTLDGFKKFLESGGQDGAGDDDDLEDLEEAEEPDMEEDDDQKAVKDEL
NR2E3 ag-1: NR2E3 agonists in two-hybrid cells, primary screen, cell-based, luminescence, CHO-S, Gal4-NCOR/VP16-NR2E3; Photoreceptor-specific nuclear receptor (Homo sapiens), Q9Y5X4; luciferase; inhibition of corepressor binding, % at 3.98 µM; 0.35% of 360,000 active; AID 602229, 2012;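 active means inhibition above the mean of all tested compounds plus 3 SD, cut at about 70% in these data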;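 further: 0% = DMSO with NR2E3 transfected cells and 100% = cells lacking NR2E3 construct; higher means lower luciferase signal from less NR2E3 corepressor binding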
m5-HT2A agonist: mouse Htr2a agonists via beta-arrestin recruitment, primary screen, cell-based, luminescence; 0.66% of 360,000 active; activation, % at 7.6 µM; CHO-K1 mHTR2A beta-arrestin complementation; percent of 30 µM serotonin response; 5-hydroxytryptamine receptor 2A (Mus musculus), P35363; AID 624169, 2012;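 active means activation above a run cutoff, the mean activation of all tested compounds plus 3 SD, cut at about 14% in these data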;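 further: 0% = plate median of compound wells and 100% = 30 µM serotonin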
Target sequence (P35363 whole entry, looked up): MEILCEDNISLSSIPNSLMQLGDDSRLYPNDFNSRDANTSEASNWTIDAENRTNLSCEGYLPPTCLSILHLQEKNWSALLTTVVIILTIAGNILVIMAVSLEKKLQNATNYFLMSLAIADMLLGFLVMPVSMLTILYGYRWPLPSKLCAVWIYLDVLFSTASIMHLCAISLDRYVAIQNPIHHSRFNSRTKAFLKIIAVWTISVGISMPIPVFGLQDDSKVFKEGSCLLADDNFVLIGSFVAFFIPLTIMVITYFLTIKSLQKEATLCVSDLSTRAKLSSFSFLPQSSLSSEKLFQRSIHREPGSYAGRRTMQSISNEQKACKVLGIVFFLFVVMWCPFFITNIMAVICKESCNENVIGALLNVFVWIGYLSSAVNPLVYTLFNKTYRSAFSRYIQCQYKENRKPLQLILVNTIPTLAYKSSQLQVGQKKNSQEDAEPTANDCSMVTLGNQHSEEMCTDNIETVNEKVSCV
Cardio protect: cardioprotection against H2O2-induced cell death, primary screen, uHTS, H9c2 cells, ATPLite luminescence; H9c2 cardiomyocytes, H2O2 injury protection, 2 h; protection from H2O2 cell death, % at 20 µM; 0.63% of 360,000 active; AID 588492, 2011;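 active means compounds giving at least 50% protection of heart cells from peroxide-induced death in the single-dose screen, raw or plate-pattern-corrected value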;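 further: 0% = DMSO wells with peroxide and 100% = DMSO wells without peroxide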
NR2E3 ag-2: inhibitors of NR2E3-RetCOR corepressor binding, primary screen, NR2E3 agonist project, biochemical, TR-FRET, GST-NR2E3, biotin-RetCOR | Photoreceptor-specific nuclear receptor (Homo sapiens), Q9Y5X4 | 1536-well | inhibition of corepressor binding, % at 4.78 µM | 0.12% of 320,000 active | AID 2300, 2010;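 active means percent inhibition above the cutoff of mean plus 3 SD of all tested compounds, set per screening campaign, cut at about 20% in these data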;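 further: 0% = DMSO wells and 100% = biotin wells as full block of FRET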
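Assay system: NR2E3–RetCOR corepressor complex. Quantity: 1.35 nM GST-NR2E3. Buffer or medium: pH 7.5 Tris-based buffer. Reagent: biotinylated RetCOR corepressor at 7 nM final. Schedule: 5 h at 4 °C. Detection: TR-FRET, emission read at 617 and 671 nm. Replicates: one well per compound, singlicate testing.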
Starred values were filed as active, the others as inactive; nt = not tested or not shown.

SMILES | Peg3 prom inh | TRPM1 prom inh | CaV13 ICDI inh | HIF-2a block | hiPSC survival | Shn3 3UTR inh | PDI turbidity | NR2E3 ag-1 | m5-HT2A agonist | Cardio protect | NR2E3 ag-2
CCC(=O)c1ccc(N2CCN(C(=O)Cc3ccccc3)CC2)c(F)c1 | 9 | 8 | -5 | -4 | 3.4 | 18 | 5 | 4 | 8 | -20 | 3
CSc1ncc(Cl)c(C(=O)Nc2ccccc2Br)n1 | 3 | 7 | -2 | -12 | -0.4 | -1 | -7 | -13 | 1 | -5 | 2
CCc1ccc(-c2nc(NC(=O)c3ccc(OCC(=O)Nc4ccc(F)cc4)c(OC)c3)sc2C)cc1 | 11 | -1 | -6 | 8 | 0.3 | 14 | 8 | -17 | 0 | 10 | -2
COc1ccc2c(c1)CCCC2=O | 1 | 6 | -9 | 12 | 6.0 | -16 | 1 | -6 | -4 | -2 | nt
CCN1CCc2nc(N)oc2CC1 | 7 | -4 | -5 | 2 | 0.4 | 10 | 1 | -14 | 4 | 8 | 3
COc1cc2[nH]c(=O)n(CCCCCC(=O)NCCCN3CCCC3=O)c(=O)c2cc1OC | 6 | 7 | -5 | 14 | 5.2 | -1 | -2 | -5 | -2 | 0 | 1
COc1cccc(-c2noc(C(C)n3nc(C)c([N+](=O)[O-])c3C)n2)c1 (stereo unspecified) | -58 | -1 | -5 | -119 | 7.3 | -39 | -2 | -20 | 0 | 0 | 2
Cc1ccc(OC(=O)c2cccc(C(=O)Oc3ccc(C)cc3)n2)cc1 | -8 | 14 | -5 | 18 | -1.3 | -17 | -3 | 3 | 2 | 6 | 3
NC(=O)CC(NC(=O)Cc1ccc(Cl)cc1)c1ccc(NCCN2CCOCC2)c([N+](=O)[O-])c1 (stereo unspecified) | 32 | 7 | -6 | 3 | 4.2 | 27 | -2 | -6 | -4 | -1 | 6
CC(Sc1nc(-c2ccccc2)nc2c1COC(C)(C)C2)C(=O)N1CCOCC1 (stereo unspecified) | 5 | 2 | -6 | 13 | -2.3 | -1 | -7 | 2 | 5 | 5 | -5
CCOC(=O)CSc1nc2ccccc2n2cnnc12 | 3 | -3 | -5 | 2 | -2.7 | -12 | 5 | -9 | -6 | 23 | -1
O=C(COc1ccccc1)N1CCN(S(=O)(=O)c2cccs2)CC1 | 10 | 0 | -8 | 2 | -0.2 | -4 | -6 | 26 | 4 | 9 | -1
CCOC(=O)Nc1ccc2c(c1)C(=NO)c1ccccc1-2 | -181 | -46 | -7 | -288 | 1.3 | 92* | 0 | -165 | -5 | -4 | nt
CN(C)S(=O)(=O)c1cccc(COC(=O)CN2C(=O)NC3(CCCC3)C2=O)c1 | 0 | 6 | -2 | 9 | -0.3 | 10 | 7 | -10 | 9 | 2 | -2
O=C(Cn1c(=O)c2cccn2c2ccccc21)NCCCN1CCCCC1 | 0 | 5 | -2 | 10 | 1.7 | -23 | 10 | 2 | -3 | 7 | -1
COc1ccc(CN2CCNC(=O)C2CC(=O)N(C)Cc2ccncn2)c(OC)c1 (stereo unspecified) | 5 | 9 | -4 | 13 | -1.0 | 13 | 6 | -3 | 1 | 3 | -2
O=C(CCC(=O)N(CC(=O)NC1CCCC1)c1ccc(F)cc1)Nc1nccs1 | 16 | 10 | -6 | 8 | -0.1 | 7 | -8 | -17 | -10 | -1 | 2
Cc1cc(/C=C(\C#N)C(=O)N2CCOCC2)c(C)n1C1CCCC1 | -65 | 8 | -16 | -101 | -0.6 | -39 | 1 | -10 | 0 | -19 | -2
O=C(C1CC1c1ccccc1)N1CCOCC1 (stereo unspecified) | 12 | 4 | -5 | 2 | 1.0 | -2 | -12 | 10 | -1 | -1 | -6
O=C(C[n+]1ccc(C(=O)NCCCO)cc1)c1cccc(Br)c1 | 6 | 4 | -2 | 6 | -0.2 | -3 | 1 | -10 | 7 | 1 | 2
CC(=O)c1c(C)oc2ccc(OCc3ccccc3)cc12 | -180 | -41 | -17 | -226 | 0.1 | 10 | -3 | -56 | -5 | 2 | nt
COc1ccccc1CNC(=O)c1ccc(NS(=O)(=O)c2c(C)noc2C)cc1 | 8 | 5 | nt | 14 | -2.4 | 13 | 0 | 15 | -6 | 1 | -1
CCOc1ccc(CC(=O)OCN2C(=O)c3ccccc3C2=O)cc1 | 25 | 9 | -4 | 7 | -3.2 | -17 | 5 | -33 | 1 | 0 | 1
Oc1ccc2ccccc2c1C=Nc1ccccc1 | 13 | -4 | -18 | 8 | -0.6 | -8 | -6 | -10 | 3 | 24 | 1
CN(CC(=O)NC1CCCc2ccccc21)S(=O)(=O)c1cccs1 (stereo unspecified) | -2 | 4 | -5 | 7 | -1.7 | 11 | -2 | 14 | 0 | 2 | -1

Complete entries as entered above. Screens in order: Peg3 prom inh | TRPM1 prom inh | CaV13 ICDI inh | HIF-2a block | hiPSC survival | Shn3 3UTR inh | PDI turbidity | NR2E3 ag-1 | m5-HT2A agonist | Cardio protect | NR2E3 ag-2
`CC(Sc1nc(-c2ccccc2)nc2c1COC(C)(C)C2)C(=O)N1CCOCC1` (stereo unspecified) is entered as 5 | 2 | -6 | 13 | -2.3 | -1 | -7 | 2 | 5 | 5 | -5
`Cc1cc(/C=C(\C#N)C(=O)N2CCOCC2)c(C)n1C1CCCC1` is entered as -65 | 8 | -16 | -101 | -0.6 | -39 | 1 | -10 | 0 | -19 | -2

Some entries already given with just HIF-2a block, NR2E3 ag-1 and NR2E3 ag-2:
SMILES,HIF-2a block,NR2E3 ag-1,NR2E3 ag-2
CCOC(=O)CSc1nc2ccccc2n2cnnc12,2,-9,-1
CN(C)S(=O)(=O)c1cccc(COC(=O)CN2C(=O)NC3(CCCC3)C2=O)c1,9,-10,-2

(more compounds)
SMILES | Peg3 prom inh | TRPM1 prom inh | CaV13 ICDI inh | HIF-2a block | hiPSC survival | Shn3 3UTR inh | PDI turbidity | NR2E3 ag-1 | m5-HT2A agonist | Cardio protect | NR2E3 ag-2
O=C(O)c1cc(NC(=O)c2ccc(Cl)c([N+](=O)[O-])c2)cc(C(=O)O)c1 | 11 | 5 | -7 | 13 | -0.6 | 3 | 17 | -3 | -3 | -4 | 1
O=C(Nc1ccc2c(c1)OCO2)C1CCN(Cc2cnn(-c3ccccc3)c2-n2cccc2)CC1 | 5 | 5 | nt | 11 | 1.2 | 54 | -3 | 0 | 1 | -8 | -1
Cc1ccc(S(=O)(=O)N2[C@@H](c3cccc(Cl)c3)C(C(=O)O)=CC[C@H]2c2ccc3c(c2)OCO3)cc1 | 11 | 0 | -11 | 14 | 2.2 | -10 | 7 | -35 | -2 | 2 | 5
CCN(Cc1ccccc1)S(=O)(=O)c1ccc(C(=O)Nc2nnc(C3CC3)o2)cc1 | 30 | 16 | -6 | 26 | 0.8 | 33 | -10 | 30 | 3 | 45 | 0
O=C(CN1CCCCC1)Nc1ccc(NC(=O)c2ccccc2Cl)cc1Cl | -33 | -4 | -2 | -65 | -0.3 | 10 | -10 | -2 | -1 | 2 | 0
O=C(Cn1nc(-c2ccc(Cl)cc2)ccc1=O)NCC1CCCO1 (stereo unspecified) | 2 | 5 | -6 | -2 | 0.9 | -8 | -6 | -16 | 9 | 2 | 1
Cc1cccc(N(CC(=O)NC2CCCCC2)C(=O)c2ccc(C)s2)c1 | 21 | 7 | -5 | -6 | -1.7 | 13 | 0 | -24 | 5 | 11 | 1
CN1CCN(/C=C(\C#N)S(=O)(=O)c2ccc(Cl)cc2)CC1 | 8 | -6 | -5 | 18 | 1.0 | 4 | -2 | -53 | -8 | -6 | -2
Cn1c(-c2cccc(Br)c2)n[nH]c1=O | 10 | 8 | -4 | 9 | -0.1 | 7 | 13 | 1 | 0 | -1 | 1
Cc1ccc(CNS(=O)(=O)c2ccc3c(c2)n(C)c(=O)n3C)cc1 | 10 | 14 | -3 | 16 | 0.2 | 23 | 7 | 14 | 4 | -10 | 2
CCSc1cnc(-c2ccccc2)n1CC | -8 | -10 | -4 | -36 | 0.0 | 0 | 6 | -25 | 0 | -1 | -1
CNC(=O)c1c(NC(=O)c2cccc(C)c2)sc2c1CCC2 | -157 | -33 | -4 | -234 | -0.9 | -33 | -3 | -60 | 7 | 12 | 7
Cn1cc(C(=O)NCCO)c(=O)c2ccccc21 | -8 | 1 | -7 | 15 | 1.5 | 1 | -9 | -36 | 2 | -3 | -1
COc1ccc(OC)c(C2C(C(=O)c3ccco3)=C(O)C(=O)N2Cc2cccnc2)c1 (stereo unspecified) | 9 | 1 | -3 | 2 | -0.2 | -7 | -7 | -15 | 9 | 2 | 9
O=S(=O)(c1cccc(-c2cn3cccnc3n2)c1)N1CCOCC1 | -9 | 4 | -3 | 0 | 4.5 | -5 | 0 | 12 | -2 | 10 | -1
Cc1ccc(C)c(NC(=S)N(Cc2cccc(Br)c2)CC2CCC(C(=O)O)CC2)c1 (stereo unspecified) | 2 | -5 | -20 | 13 | 0.6 | -2 | 0 | 3 | 3 | 6 | 4
O=[N+]([O-])c1ccc(NCCCN2CCOCC2)c(Cl)c1 | -37 | 2 | -4 | -68 | -0.7 | -8 | -5 | -17 | -5 | 0 | 1
Cc1ccc(CNC(=O)CC(C)S(=O)(=O)c2ccc3c(c2)NC(=O)CS3)o1 (stereo unspecified) | 20 | -7 | -14 | 5 | -0.3 | -28 | -8 | 11 | -2 | 1 | 5
Cc1ccc2nc(-c3ccccc3)c(CC(=O)O)c(C(=O)O)c2c1 | 4 | 16 | -5 | 10 | 0.0 | -10 | -5 | -14 | 4 | 1 | 4

Three entries already listed, arranged by the number in m5-HT2A agonist, falling.
| canonical_smiles | m5-HT2A agonist |
| --- | --- |
| CCN(Cc1ccccc1)S(=O)(=O)c1ccc(C(=O)Nc2nnc(C3CC3)o2)cc1 | 3 |
| Cn1cc(C(=O)NCCO)c(=O)c2ccccc21 | 2 |
| Cn1c(-c2cccc(Br)c2)n[nH]c1=O | 0 |

Bioassay records from PubChem BioAssay.
